Screening results from PubChem BioAssay.
RPL19A TOR yeast: modulators of TOR pathway RPL19A-GFP in S. cerevisiae. 330,000 compounds, 0.3% hits. AID 2025. S. cerevisiae RPL19A-GFP strain, flow cytometry, 3 h; active compounds read low. percent response vs DMSO, % at 10 µM;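 active = percent response vs DMSO below 50%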;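 also: median channel GFP fluorescence of the barcoded RPL19A-GFP strain; ratio of sample median GFP to plate DMSO average so 100% = DMSO; lower means less RPL19A-GFP as with rapamycin TOR inhibition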
procasp3 activ: procaspase-3 (human) activation; P42574; recombinant procaspase-3 D3A, Ac-DEVD-pNA absorbance 405 nm; activation, % at 8.5 µM; 330,000 compounds, 0.11% hits;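 active = activation above the mean of all tested compounds plus 3 SD, cut at about 21% in these data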;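 also: 0% = DMSO alone and 100% = DMSO wells spiked with extra 5 µM PC-3 D3A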
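System: Procaspase-3 D3A mutant. Medium: Zinc-free 300 mM NaCl, 50 mM HEPES, 0.01% Triton X-100. Schedule: 1 h preincubation plus 2 h reaction at 25 °C. Measured by: 405 nm absorbance of p-nitroaniline, reads at 0 and 120 min. Read-out: percent activation relative to control range.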
CR mimetic SO: caloric restriction mimetics inhibiting age-related superoxide in yeast; S. cerevisiae aged cells, superoxide DHE fluorescence; active compounds read low; superoxide response (% of plate mean), % at 10 µM; 330,000 compounds, 0.18% hits; AID 2690;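 active = superoxide response under a set limit, about three screen SD below normal, cut at about 65% in these data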;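 also: yeast aged for seven days with compound at 30 °C before DHE staining; 100% = average MFI of all compound-treated wells on the plate with controls excluded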
LAP4 TOR yeast: modulators of TOR pathway LAP4-GFP in S. cerevisiae. 320,000 compounds, 0.34% hits. AID 2023. S. cerevisiae LAP4-GFP multiplex, flow cytometry GFP, 3 h; median GFP as percent of DMSO wells. GFP response vs DMSO, % at 10 µM;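 active = GFP response vs DMSO above a set limit, about the screen mean plus 3 SD, cut at about 150% in these data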
AHR activator: activators of human aryl hydrocarbon receptor | AID 2796 | 320,000 compounds, 2.5% hits | activation, % at 5 µM | P35869 | AHR-responsive luciferase reporter cells, luminescence; in the data active = activation above about 47%;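 also: 0% = vehicle wells and 100% = reference agonist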
Target sequence (P35869 whole entry, looked up): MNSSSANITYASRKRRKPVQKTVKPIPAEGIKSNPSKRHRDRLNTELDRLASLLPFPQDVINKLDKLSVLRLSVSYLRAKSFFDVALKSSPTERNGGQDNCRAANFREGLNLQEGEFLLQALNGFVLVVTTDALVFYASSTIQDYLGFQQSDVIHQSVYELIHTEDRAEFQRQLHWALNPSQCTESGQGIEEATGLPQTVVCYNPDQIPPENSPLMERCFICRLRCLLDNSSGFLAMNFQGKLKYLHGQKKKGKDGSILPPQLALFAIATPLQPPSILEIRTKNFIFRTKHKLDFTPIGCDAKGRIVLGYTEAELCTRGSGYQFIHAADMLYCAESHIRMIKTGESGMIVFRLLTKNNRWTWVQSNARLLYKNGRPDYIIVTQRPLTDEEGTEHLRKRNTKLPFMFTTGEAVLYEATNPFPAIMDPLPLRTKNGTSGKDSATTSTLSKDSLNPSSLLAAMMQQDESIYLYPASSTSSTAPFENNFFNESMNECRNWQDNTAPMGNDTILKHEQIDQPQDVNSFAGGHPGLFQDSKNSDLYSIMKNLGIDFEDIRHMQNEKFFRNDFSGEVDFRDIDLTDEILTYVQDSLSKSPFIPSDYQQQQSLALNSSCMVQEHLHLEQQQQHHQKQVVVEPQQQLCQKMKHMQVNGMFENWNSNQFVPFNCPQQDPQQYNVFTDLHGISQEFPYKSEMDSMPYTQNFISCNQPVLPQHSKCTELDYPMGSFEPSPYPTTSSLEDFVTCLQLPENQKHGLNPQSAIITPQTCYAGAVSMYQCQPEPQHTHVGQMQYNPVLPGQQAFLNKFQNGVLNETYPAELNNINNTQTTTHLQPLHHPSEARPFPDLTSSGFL
MEP2-GFP yeast: alters MEP2-GFP fluorescence in TOR pathway yeast screen | S. cerevisiae MEP2-GFP strain, flow cytometry GFP, 3 h; 100% = DMSO control level | GFP response vs DMSO, % at 10 µM | 330,000 compounds, 0.51% hits | AID 2016;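 active = GFP response versus DMSO above a set limit, roughly screen mean plus 3 SD, cut at about 180% in these data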;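 also: median GFP fluorescence of the barcode-gated MEP2-GFP cells per well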
JMJD2C inh: blocks human GASC-1 demethylase activity. Q9H3R0. inhibition, % at 2.35 µM. 330,000 compounds, 0.069% hits. GST-JMJD2C(1-420) H3K9me3 demethylation, DELFIA europium;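 active = more than half of a compound's replicate wells show inhibition beyond 50%, single wells judged on their own value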;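 also: signal counts dimethyl H3K9 product captured on neutravidin plate; 0% = median of DMSO wells and 100% = 0.3 times that DMSO median; strong numbers were not always called active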
proCasp7 act: counter-screen for procaspase-3 activators: activators of human procaspase-7; 330,000 compounds, 0.093% hits; activation, % at 8.5 µM; recombinant procaspase-7, Ac-DEVD-pNA absorbance 405 nm; D23A/D198A/D206A triple mutant, cannot self-cleave; scale: DMSO 0, 5 µM enzyme 100; AID 463210; P55210;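 active = percent activation above the screen-wide mean plus 3 SD, cut at about 25% in these data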
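Assay system: Uncleavable procaspase-7 mutant enzyme | Input: 2 µM procaspase-7 mutant as dispensed | Timing: 1 h compound preincubation, 2 h substrate cleavage, 25 °C | Repeats: One well per compound | Control set: DMSO wells as 0%, DMSO with 5 µM added PC-7 as 100% | Technique: Epi-absorbance of released pNA at 405 nm, two timepoints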
An asterisk follows results filed as active; i = inactive; nt = no result given; & = joins results of further samples; [ ] = remark or other dose.

The line under a structure holds: RPL19A TOR yeast	procasp3 activ	CR mimetic SO	LAP4 TOR yeast	AHR activator	MEP2-GFP yeast	JMJD2C inh	proCasp7 act
COc1ccc(-c2nnc(NC(=O)CS(=O)(=O)c3ccc(F)cc3)o2)c(OC)c1
→ 93	2	89	101	5	92	nt	4
O=C(/C=C/c1ccccc1)CC(O)(c1ccccc1)C(F)(F)F (stereo unspecified)
→ 91	2	94	137	0	90	-3	4
O=C(c1ccc(C(=O)N2CCOCC2)s1)N1CCOCC1
→ 98	4	112	100	0	98	-5	-6
COc1ccc(Oc2cnn(-c3ccccc3)c(=O)c2Br)cc1
→ 99	4	91	106	1	95	-8	-1
CCc1nc(Nc2ccc3c(c2)OCCO3)c2oc3ccccc3c2n1
→ 95	3	98	85	63*	89	-1	7
OC1(c2ccccc2)CNCCc2ccccc21 (stereo unspecified)
→ 103	-1	110	90	0	105	-5	5
COc1ccc(OC)c(CCNC(=O)C2CCN(c3nnc(-n4cccc4)s3)CC2)c1
→ 99	5	101	95	4	96	4	-5
COc1ccccc1NCC(=O)Nc1cc(S(=O)(=O)N2CCOCC2)ccc1N1CCOCC1
→ 97	3	96	99	2	103	3	4
Nc1cc(=O)[nH]n1C1CCN(c2ccccc2)CC1
→ 95	-10	97	106	-1	115	12	-10
Cc1nnc2ccc(-c3cccc(NC(=O)c4ccc(Cl)nc4)c3)nn12
→ 91	-5	117	100	11	98	2	-3
Cc1ccc2c(c1)COc1c3ccc(C(=O)N[C@@H](C)CO)cc3nn1-2
→ 98	7	95	105	-7	90	2	2
NS(=O)(=O)c1ccc(NC(=O)COC(=O)CNC(=O)C23CC4CC(CC(C4)C2)C3)cc1
→ 89	12	92	77	4	84	-4	-7
O=C(N/N=C/c1cccc(F)c1)c1csc2c1CCCC2
→ 99	5	102	98	3	83	-4	-5
COc1ccc(C(=O)N2CCCC(C(=O)O)C2)c2ccccc12 (stereo unspecified)
→ 100	-12	91	101	3	102	-10	-1
CCOC(=O)C(CC)(CC)C(=O)/C=C/c1ccc(Br)cc1
→ 101	-1	91	103	-1	103	-8	-5
CC(C)c1nnc(NC(=O)c2cccc(NC(=O)C(F)(F)F)c2)s1
→ 97	-8	90	99	23	90	-16	-12
O=C(Nc1ccc(Cl)cc1Cl)c1csc(-c2cccnc2)n1
→ 97	0	102	115	38	100	-18	-3
CCCC(c1nnnn1CC1CCCO1)N1CCN(c2cc(Cl)ccc2C)CC1 (stereo unspecified)
→ 108	-11	101	105	2	101	3&0	9
CC(C)c1ccc(/C=C2\NC(=O)NC2=O)cc1
→ 102	1	105	103	22	111	1	-16
O=C(Nc1ccc(C(=O)O)cc1)/C(=C/c1ccc([N+](=O)[O-])cc1)NC(=O)c1ccccc1
→ 101	-1	91	103	-1	100	0	-1
CSc1nsc(SCC(=O)Nc2cccc(C(=O)O)c2)n1
→ 104	-6	86	98	11	103	-8	12
CS(=O)(=O)c1ccc2c(c1)SC1=NC(=O)/C(=C/c3ccco3)C(=N)N12
→ 99	7	112	104	0	106	7	6
Cc1ccc(C)c(S(=O)(=O)N2CCN(C(=O)C3CCN(c4ncnc5sc(C)c(C)c45)CC3)CC2)c1
→ 97	-10	110	110	3	102	-2	-6
CCn1ccnc1CN(C)C(=O)c1cc(COc2ccc(Cl)cc2OC)on1
→ 100	7	97	96	3	97	2	5
COc1cccc(NC(=O)CN(C)C(=O)c2cn(-c3ccccc3)nc2-c2cccnc2)c1
→ 98	0	104	97	5	99	-3	5
COCCCn1nnnc1SCC(=O)N1c2ccccc2CC1C (stereo unspecified)
→ 103	1	96	102	5	112	-5	-1
COc1ccccc1OCCC(=O)OCC(=O)Nc1ccc2c(c1)OCCO2
→ 100	3	102	88	-1	92	2	0
S=C(Nc1ccc(Cl)cc1)N(CCCN1CCOCC1)Cc1ccco1
→ 100	8	89	93	5	91	15	0
c1ccc(-c2csc(N3CCSCC3)n2)cc1
→ 95	2	98	97	-3	102	i	-1
CCNc1cc2oc(=O)c(CN3CCOCC3)c(C)c2cc1C
→ 93	-13	96	100	1	113	-6	-12
Cc1cc(C)cc(OCCn2ccnc2)c1
→ 102	-7	97	100	40	102	17	-3
Clc1cccc(CNCCCSc2ncccn2)c1
→ 94	0	101	90	-1	100	-1	6
COc1ccc(CNC(=O)C(C)N2C(=O)NC(c3ccccc3)(c3ccccc3)C2=O)cc1 (stereo unspecified)
→ 102	-1	107	103	3	101	7	4
COc1ccc(-c2csc(NC(=O)CN3C(=O)NC4(CCCC4)C3=O)n2)c(OC)c1
→ 94	-3	101	98	-12	94	2	3
O=C(Oc1ccccc1-c1nnco1)c1ccccc1
→ 103	-1	97	119	4	109	2	1
Cc1cccc(NC(=O)c2nc[nH]c2C(=O)N2CCN(C(=O)OC(C)(C)C)CC2)c1
→ 98	2	97	95	3	98	-6	0
NS(=O)(=O)c1ccc(NC(=O)CSc2nnc3n2CCCCC3)cc1
→ 100	2	111	98	3	95	-2	23
CCCCNCc1cc(OCC)c(OCC(N)=O)cc1Br
→ 105	-7	95	107	2	106	-8	-1
CCC(=O)Nc1ccc(NC(=S)NC(=O)/C=C/c2ccco2)cc1
→ 98	-4	123	92	20	105	4	7
O=C1c2ccccc2C(=O)C12OC(c1ccccc1)C1(C(=O)c3ccccc3C1=O)C2c1ccc([N+](=O)[O-])cc1 (stereo unspecified)
→ 100	-1	110	98	1	99	-2	1
O=C(CSc1nc(-c2ccccc2)cc(=O)[nH]1)Nc1ccccc1
→ 99	8	111	95	0	95	-2	4
CC(=O)c1ccc(NC(=O)CCNS(=O)(=O)c2cccc3nonc23)cc1
→ 96	4	106	100	2	98	-8	1
CC1CCN(CCCNC(=O)C2CCN(S(=O)(=O)N3CCC4(CC3)OCCO4)CC2)CC1
→ 45*[may fluoresce violet]	-1	108	84[may fluoresce violet]	2	131[may fluoresce violet]	8	15
COc1ccc(/C=C/C(=O)OCC(=O)Nc2cc(C(F)(F)F)ccc2Cl)cc1
→ 104	5	98	105	-1	104	6	7
Cc1cc(C(=O)Nc2cccc(C)c2C)n(-c2ccccc2)n1
→ 107	-4	101	92	7	110	7	0
CC(OC(=O)c1cccn1C)C(=O)Nc1ccc2c(c1)OCO2 (stereo unspecified)
→ 99	7	109	104	1	95	-9	-2
Nc1nc(Br)c2c(F)cccc2c1-c1ccc(F)cc1
→ 101	-6	99	101	2	99	-2	1
COc1ccc(NC(=O)c2cc(-c3cc(OC)c(OC)c(OC)c3)nc3ccccc23)c(OC)c1
→ 106	3	91	114	2	100	-4	-5
Cc1[nH]nc2c1C(C(C)C)C(C#N)=C(N)O2 (stereo unspecified)
→ 91	1	99	93	4	98	7	9
COc1ccc2nc(-c3ccccc3)cc(C(=O)OCC(=O)N3CC(C)OC(C)C3)c2c1 (stereo unspecified)
→ 97	6	94	122	-3	96	4	12
COc1ccc(COC(=O)CN2C(=O)NC3(CCCC3)C2=O)cc1F
→ 102	6	106	101	2	109	5	-7
COc1cc(/C=N/n2cnnc2)ccc1OCC(=O)N1CCOCC1
→ 96	-4	121	91	1	103	-16	5
CC(=O)Nc1ccc(NC(=O)C(C)OC(=O)c2ccc(S(=O)(=O)N3CCCCC3)cc2)cc1 (stereo unspecified)
→ 93	4	103	95	0	95	0	3
CCOC(=O)Cc1c(Sc2ccccc2)c2ccccc2n1C
→ 101	1	110	91	6	101	19	6
COc1ccc(OCC(=O)NNC(=O)C(=O)Nc2ccc(C)cc2)cc1
→ 104	-3	92	100	3	103	-6	11
CC(C)C(=O)N1CCN(C2=NS(=O)(=O)c3ccccc32)CC1
→ 111	-8	93	103	2	110	14	-4
COCc1c(C(=O)OCc2nc3ccsc3c(=O)[nH]2)oc2ccccc12
→ 102	3	94	107	4	104	6	-10
CCN1C(=O)C(CC(=O)Nc2ccc(F)cc2)N(CCCN2CCN(c3ccc(F)cc3)CC2)C1=S (stereo unspecified)
→ 97	0	100	97	2	102	1	-5
COc1ccc(C(=O)NCCOc2ccccc2Cl)c(OC)c1OC
→ 102	2	114	106	11	103	2	11
C/C(CC(=O)Nc1ccc(Cl)c(C(F)(F)F)c1)=N\NC(=O)c1ccccc1O
→ 107	8	101	100	35	108	-2	2

Continued.
The line under a structure holds: RPL19A TOR yeast	procasp3 activ	CR mimetic SO	LAP4 TOR yeast	AHR activator	MEP2-GFP yeast	JMJD2C inh	proCasp7 act
CC(/C=C/c1cccc([N+](=O)[O-])c1)=N/NC(=O)c1cccnc1
→ 100	1	89	91	85*	100	-3	10
COc1ccc(C(C)=O)cc1CSc1nnc(C)n1-c1ccccc1
→ 107	0	94	100	1	115	22	3
CCOc1ccc2nc(NCCNC(=O)Nc3ccccc3)c(C#N)cc2c1
→ 97	4	121	101	17	99	-5	7
COc1cc(CN2CCN(Cc3ccc(C)cc3)CC2)c([N+](=O)[O-])cc1OC
→ 102	8	96	97	-3	108	0	1
CCOC(=O)N1CCC(NC(=O)c2ccc3c(c2)N(Cc2ccc(F)cc2)CCS3)CC1
→ 92	16	103	117	3	107	5	5
c1ccc(COc2ccc(-c3csnn3)cc2)cc1
→ 97	0	106	111	-3	106	4	-2
CC(C)(C)c1ccc(OCCC(=O)Nc2cccc(S(=O)(=O)N3CCOCC3)c2)cc1
→ 93	4	95	87	9	91	5	6
